Bioassay records: PubChem BioAssay, several laboratories
Bim-Bcl-2 – human Bim-Bcl-2 interaction inhibition. P10415. Bead-based flow cytometry, Bim peptide-Bcl-2 binding. inhibition, % at 10 µM. 190,000 tested, 0.06% active; in the data active = inhibition above about 40%; inconclusive = no clear call, values can overlap the other calls;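 note: 0% = no compound wells with probe peptide and 100% = reference peptide inhibitor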
Target sequence (P10415 whole entry, looked up): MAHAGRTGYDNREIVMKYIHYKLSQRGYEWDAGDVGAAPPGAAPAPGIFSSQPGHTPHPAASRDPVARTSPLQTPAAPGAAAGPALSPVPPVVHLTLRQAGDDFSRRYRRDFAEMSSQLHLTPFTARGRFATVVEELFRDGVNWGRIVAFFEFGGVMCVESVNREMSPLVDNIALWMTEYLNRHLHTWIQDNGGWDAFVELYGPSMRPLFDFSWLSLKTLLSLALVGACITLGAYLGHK
Bcl-XL Bim block – human Bim-Bcl-XL interaction inhibition; Q07817; Bim peptide-Bcl-XL binding, bead flow cytometry, fluorescence; inhibition, % at 10 µM; 190,000 tested, 0.04% active; AID 1007
RGS8-Gao reg – modulates binding of RGS8 to human Galphao | P09471 | multiplexed bead flow cytometry; actives lie on both sides | response (percent of control binding), % at 10 µM | 220,000 tested, 0.34% active; in the data active = response below about 60% or above about 140%; inactive = in between;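 note: Galphao activated as the GDP aluminium fluoride complex binding bead-coupled RGS8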
Mcl1 Noxa PPI – Mcl-1/Noxa interaction inhibition; Q07820; TR-FRET Mcl-1/Noxa peptide binding, 2 h; inhibition, % at 21.7 µM; 220,000 tested, 1.5% active; AID 1022;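 active = compounds that cut the protein-peptide binding signal by more than 50% relative to plate controls in a single-dose test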;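 note: His-tagged Mcl-1 with rhodamine Noxa BH3 peptide and terbium anti-His antibody; 0% = Mcl-1 plus Noxa peptide wells and 100% = peptide-only wells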
Target sequence (Q07820 whole entry, looked up): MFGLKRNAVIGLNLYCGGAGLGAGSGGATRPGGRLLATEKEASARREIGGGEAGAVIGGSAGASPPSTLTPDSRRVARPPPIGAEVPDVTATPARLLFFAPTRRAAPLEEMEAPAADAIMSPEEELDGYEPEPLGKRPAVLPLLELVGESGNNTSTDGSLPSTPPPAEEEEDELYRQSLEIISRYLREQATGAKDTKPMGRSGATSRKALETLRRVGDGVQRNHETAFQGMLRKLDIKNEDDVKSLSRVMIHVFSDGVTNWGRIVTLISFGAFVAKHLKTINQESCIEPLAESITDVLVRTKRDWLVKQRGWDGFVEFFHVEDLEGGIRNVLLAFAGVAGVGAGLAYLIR
RGS7-Gao reg – modulates binding of RGS7 to human Galphao | Multiplexed bead flow cytometry; actives lie on both sides | binding response (% of control), % at 10 µM | 220,000 tested, 0.35% active; in the data active = binding response below about 49% or above about 150%; inconclusive = no clear call, values can overlap the other calls; inactive = in between;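 note: fluorescent Galphao held in activated GDP-AlF4 state binding bead-coupled RGS7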
RGS4-Gao reg – modulates binding of RGS4 to human Galphao. P09471. Multiplexed bead flow cytometry; actives lie on both sides. binding response (% of control), % at 10 µM. 220,000 tested, 0.33% active. AID 1415; in the data active = binding response below about 49% or above about 150%; inactive = in between;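 note: fluorescent Galphao activated with aluminum fluoride binding bead-coupled RGS4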
Bcl-B Bim block – human Bim-Bcl-B interaction inhibition; bead-based flow cytometry, Bim peptide-Bcl-B binding; inhibition, % at 10 µM; 190,000 tested, 0.073% active; AID 951;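 note: 0% = tracer peptide without compound and 100% = reference inhibitor peptide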
Target sequence (Q9HD36 whole entry, looked up): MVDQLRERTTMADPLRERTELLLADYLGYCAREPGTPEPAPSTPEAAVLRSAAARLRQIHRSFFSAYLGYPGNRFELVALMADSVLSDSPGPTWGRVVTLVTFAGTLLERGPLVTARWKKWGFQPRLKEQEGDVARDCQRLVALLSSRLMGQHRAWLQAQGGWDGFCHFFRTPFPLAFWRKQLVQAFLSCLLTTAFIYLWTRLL
Bim-Bfl-1 – human Bim-Bfl-1 interaction inhibition. Bead-based flow cytometry, Bim-Bfl-1 binding inhibition. 190,000 tested, 0.12% active. Q16548. inhibition, % at 10 µM;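 note: 0% = wells without compound plus tracer and 100% = blocker peptide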
Bcl-W Bim block – human Bim-Bcl-W interaction inhibition; bead-based flow cytometry, Bim peptide-Bcl-W binding; 190,000 tested, 0.02% active; inhibition, % at 10 µM; AID 952; Q92843;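 note: 0% = bound tracer without compound and 100% = peptide blocker; higher means less fluorescent Bim peptide bound to Bcl-W beads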
Target sequence (Q92843 whole entry, looked up): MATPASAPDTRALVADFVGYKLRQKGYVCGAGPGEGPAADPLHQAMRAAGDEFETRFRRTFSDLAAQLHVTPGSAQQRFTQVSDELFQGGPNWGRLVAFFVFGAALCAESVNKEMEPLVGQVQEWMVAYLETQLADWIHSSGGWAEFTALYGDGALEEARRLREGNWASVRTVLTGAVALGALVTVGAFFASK
Mcl1-Bid inh – Mcl-1/Bid interaction inhibition. TR-FRET Mcl-1/Bid-Dy647 peptide binding, 1536-well. inhibition, % at 21.7 µM. 220,000 tested, 0.97% active. AID 1021;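 active = compounds that cut the binding signal by more than half at the single screening dose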;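 note: His-tagged Mcl-1 with europium anti-His antibody binding Bid BH3 peptide; 0% = Mcl-1 plus peptide wells and 100% = peptide-only wells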
Mcl-1 Bim block – inhibitors of Bim-Mcl-1 interaction, human; Bead-based flow cytometry, Bim peptide-Mcl-1 binding; AID 1009; 190,000 tested, 0.1% active; inhibition, % at 10 µM;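 note: 0% = no compound tracer wells and 100% = peptide blocker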
The depositor's hits bear a star; ? = inconclusive; · = not tested or not shown. Cut-off read from the data, not from the text of the source, unless noted: active = inhibition above about 40%.

Second line of a record: Mcl1-Bid inh	RGS8-Gao reg	Mcl-1 Bim block	RGS4-Gao reg	Mcl1 Noxa PPI	Bim-Bfl-1	RGS7-Gao reg	Bcl-XL Bim block	Bcl-W Bim block	Bim-Bcl-2	Bcl-B Bim block
COc1ccc(C2C(C(=O)Nc3ccccc3OC)=C(C)Nc3ncnn32)cc1 (centres undefined)
  -10	85	-1	88	16	-2	87	0	-1	0	-1
C/C(=N\NC(=O)COc1ccc(C)cc1[N+](=O)[O-])c1cccs1
  -2	105	31	102	0	-6	101	1	2	0	1
CC(C)CCNc1nc2c(c(=O)[nH]c(=O)n2C)n1CC(O)COC(C)C (centres undefined)
  -47	101	2	106	2	-6	100	-7	0	-6	-8
CCC(C(=O)c1ccc(O)cc1)c1ccccc1 (centres undefined)
  -16	102	0	101	2	-7	101	-2	-2	-4	-3
Cc1nn(-c2ccc3nnc(Br)n3n2)c(C)c1Br
  -21	99	1	99	12	-8	98	-6	0	0	-3
Cc1ccc(/C=C2/NC(=O)N(Cc3ccccc3F)C2=O)o1
  26	98	-8	98	-17	8	100	-11	-6	-2	-13
Cc1ccc(OCC(=O)Nc2ccc(N3CCN(C(=O)c4ccc(C)cc4)CC3)cc2)cc1
  -21	99	-1	97	12	-3	96	-5	0	-4	-8
CC(C)(C)SCCNC(=O)CN(c1ccccc1)S(=O)(=O)c1ccccc1
  -4	100	-2	98	6	-4	96	-6	0	-9	-4
N#Cc1ccc(-c2ccc(F)cc2)nc1Oc1ccccc1
  -56	102	0	102	-12	0	101	0	-1	-2	0
COc1ccc(-c2oc3ccccc3c(=O)c2OCC(=O)O)cc1
  -5	104	-4	104	26	-5	103	-2	-4	-7	-6
CCN(CC)S(=O)(=O)c1cccc(NC(=O)CN2C(=O)c3ccc([N+](=O)[O-])cc3C2=O)c1
  -20	102	-5	96	2	-2	99	-14	-5	0	-4
CC(C)=CC(=O)Nc1nnc(C)s1
  2	94	-6	100	-6	0	101	-11	-10	11	-10
CC(=O)NC1=NN(C(C)=O)C2(S1)C(=O)N(C(C)C)c1ccc(C)cc12 (centres undefined)
  -14	98	-2	99	6	-2	100	-2	-2	-2	-1
COc1ccc(CC(NC(C)=O)C(=O)NC2CCN(c3c4c(nc5ncnn35)CCC4)CC2)cc1 (centres undefined)
  -10	100	-1	106	-2	1	104	-3	-4	0	0
Cc1cccc(N(C(=O)Cn2nnc3ccccc32)C(C(=O)NCc2ccco2)c2ccncc2)c1C (centres undefined)
  -32	98	2	90	-17	-6	101	6	-2	-7	-5

Additional records:
Second line of a record: Mcl1-Bid inh	RGS8-Gao reg	Mcl-1 Bim block	RGS4-Gao reg	Mcl1 Noxa PPI	Bim-Bfl-1	RGS7-Gao reg	Bcl-XL Bim block	Bcl-W Bim block	Bim-Bcl-2	Bcl-B Bim block
COC(=O)c1ccc(C(=S)N2CCCCC2)cc1
  -43	100	0	101	4	-2	?	0	-1	1	-1
CN(C)S(=O)(=O)c1ccc(NC=C(C#N)C#N)cc1
  -50	97	·	98	4	·	?	·	·	·	·
Cn1c(Cc2ccccc2)nnc1SCC(=O)N1CCOCC1
  -1	97	6	99	1	8	106	8	7	7	7
CC(C)CC(NC(=O)C1CCCN1C(=O)OC(C)(C)C)C(=O)NCC(N)=O (centres undefined)
  -9	101	-6	101	-18	-26	100	-12	-7	-12	-7
CCOC(=O)Nc1nc(C)c(C(=O)c2ccc(Cl)cc2)s1
  -31	102	-1	101	17	0	100	0	-1	-1	-2
COc1nccc(-c2ccc(F)cc2)c1C#N
  -7	100	-1	102	19	-2	97	-3	-4	-2	-3
C=CCOC(=O)/C(=C\c1ccc(OC)cc1)NC(=O)c1ccco1
  2	104	0	105	-11	-14	103	-17	1	-10	-10
CC(=O)c1ccc(N2CCN(C(=S)NCc3ccco3)CC2)cc1
  -60	99	-3	102	-1	7	101	0	0	-2	-4
N#CC(C#N)=C1C(=O)N(CCN2CCOCC2)c2ccccc21
  -50	99	·	100	-1	·	?	·	·	·	·
O=C1C2CCCN2C(c2ccccc2)N1c1cccc(Cl)c1 (centres undefined)
  -5	103	2	101	21	-7	96	-2	0	-5	-4
Cc1ccc(-c2nc(C=Nc3ccc(O)cc3)c(O)o2)cc1
  -6	98	-5	100	37	5	102	1	3	-6	-2
CNCC(O)COc1cccc(OC)c1 (centres undefined)
  -2	89	-2	96	-4	-10	96	-4	-6	-5	-6
CCOC(=O)c1ccc(N2C(=O)CC(NC3CCN(C(=O)c4cccc(Cl)c4)CC3)C2=O)cc1 (centres undefined)
  -21	103	-4	99	1	-1	103	-3	-2	-6	-4
CC(=O)NS(=O)(=O)c1ccc(NC(=O)c2ccccc2F)cc1
  -15	97	2	98	6	-10	103	1	7	-4	-4
CC(=O)Nc1cc(Cl)c(N=Cc2ccc(O)cc2O)cc1Cl
  -24	101	1	103	50	-3	?	0	0	0	-1

The list continues:
Second line of a record: Mcl1-Bid inh	RGS8-Gao reg	Mcl-1 Bim block	RGS4-Gao reg	Mcl1 Noxa PPI	Bim-Bfl-1	RGS7-Gao reg	Bcl-XL Bim block	Bcl-W Bim block	Bim-Bcl-2	Bcl-B Bim block
C=CCOc1nc2c(c(=O)n(C)c(=O)n2C)n1Cc1ccc(Cl)cc1
  12	102	-4	101	-9	-5	102	-8	-6	-7	-9
COc1ccc(Nc2ccc(N3C(=O)CCCC3=O)cc2[N+](=O)[O-])c(OC)c1
  -34	105	-2	99	16	-1	102	-3	-2	0	-1
c1ccc(Nc2nc3ccccc3[nH]2)nc1
  -61	103	0	96	-38	-5	96	0	1	-7	-5
CNC(=O)COC(=O)Cc1ccc(Cl)cc1
  -18	97	0	99	-3	-3	?	0	0	0	0
Nc1n[nH]c(N)c1N=Nc1ccc(Cl)cc1
  -29	102	0	98	21	0	99	-3	-1	0	-2
Nc1nc(-n2cnnc2)nn1-c1ccccc1
  -12	95	0	85	-3	-11	94	-2	0	-7	-4
Brc1cccc(OCCn2ccnc2)c1
  24	105	-2	103	24	-18	100	-8	-1	-10	-8
OCC1CCCN(Cc2ccc(-c3ccccc3)cc2)C1 (centres undefined)
  26	102	-3	105	14	-10	103	-1	0	-6	-8
Cc1cccc(C2CC(c3ccccc3)Nc3ncnn32)c1 (centres undefined)
  -8	102	0	100	13	-10	101	-1	1	-9	-4
O=C(O)CC(CC(=O)Nc1ccc(F)c(Cl)c1)c1ccc(Cl)cc1Cl (centres undefined)
  -9	100	·	100	6	·	?	·	·	·	·
COc1ccc(NC(=O)c2ccco2)cc1NC(=O)c1cccs1
  9	102	-1	102	-5	-13	98	-10	2	-6	-6
CC(C)CNC(=S)N1CCN(c2nc3ccccc3s2)CC1
  -32	102	0	101	6	-6	101	-1	0	-2	-5
CC1(N(O)/C=C2\C=CC=CC2=O)CCCCC1=O (centres undefined)
  -14	102	·	100	-18	·	?	·	·	·	·
COc1ccccc1C(=O)n1nc(-c2ccco2)nc1SC
  -40	98	-2	103	10	-5	109	-2	-1	-3	-2
Cc1cc(C)c[n+](-c2nc([O-])sc2C=O)c1
  -7	99	-1	93	12	0	91	-3	0	0	-3

The list continues.
Second line of a record: Mcl1-Bid inh	RGS8-Gao reg	Mcl-1 Bim block	RGS4-Gao reg	Mcl1 Noxa PPI	Bim-Bfl-1	RGS7-Gao reg	Bcl-XL Bim block	Bcl-W Bim block	Bim-Bcl-2	Bcl-B Bim block
COc1ccc2oc(C(=O)CCC(=O)O)c(N)c2c1
  -22	102	1	100	1	-8	99	-4	-1	-6	-2
CCC1(C)Cc2c(sc3nnn(CC(=O)Nc4ccc(C)cc4)c(=O)c23)CO1 (centres undefined)
  -10	102	0	99	25	0	98	-1	0	1	0
NNC(=O)CCN1CCN(Cc2ccccc2)CC1
  -13	102	3	100	1	0	96	2	3	3	0
CCCSc1nc2[nH]ncc2c(=O)[nH]1
  -3	102	0	100	0	0	100	-3	-1	2	-2
COC(=O)c1cc(OC)c(OC)cc1NC(=O)Nc1ccccc1F
  8	99	·	104	6	·	?	·	·	·	·
COc1ccc(NC(=O)CC2C(=O)N(c3ccc(Cl)cc3)C(=S)N2CCc2ccccn2)cc1 (centres undefined)
  7	97	-2	97	26	-11	94	-5	-1	-6	-7
O=C1CSc2ccc(C(=O)N3CCN(c4ccccn4)CC3)cc2N1
  -7	101	2	98	6	-5	102	-2	2	-1	-8
COCCCn1cnc2c(c1=O)c1nc3ccccc3nc1n2CCc1ccccc1
  ·	99	4	98	·	-2	98	1	0	0	-2
O=C1OC(/C=C/c2ccccc2)=NC/1=C\c1cccnc1
  11	102	-3	105	12	6	106	-1	-2	0	0
N#Cc1cc[n+](CC(=O)c2ccc(NC(=O)c3ccccc3)cc2)cc1
  -8	97	·	97	4	·	?	·	·	·	·
CCOC(=O)c1c(C(=O)OCC)c(C)n(CCc2ccccc2)c1C
  2	97	-2	94	3	0	92	-3	-1	1	-5
COc1ccc(N2CCN(C(=O)CCNC(=O)c3ccccc3)CC2)cc1
  -14	99	4	98	16	-3	99	2	2	2	0
COc1ccccc1NC(c1cccnc1)c1ccc2cccnc2c1O (centres undefined)
  8	95	0	90	51*	-2	86	-1	0	-6	-4
CN1/C(=C\C=Nc2ccc3ccccc3c2)C(C)(C)c2ccccc21
  -17	98	-1	97	11	0	97	1	-1	-3	0
COc1ccc2c(c1)c(CC(=O)Nc1cccc(S(N)(=O)=O)c1)c(C)n2C(=O)c1ccc(Cl)cc1
  -20	101	·	101	3	·	?	·	·	·	·

Just RGS7-Gao reg, for four of the compounds above:
Structure,RGS7-Gao reg
N#Cc1cc[n+](CC(=O)c2ccc(NC(=O)c3ccccc3)cc2)cc1,?
CCOC(=O)c1c(C(=O)OCC)c(C)n(CCc2ccccc2)c1C,92
COc1ccc(N2CCN(C(=O)CCNC(=O)c3ccccc3)CC2)cc1,99
COc1ccccc1NC(c1cccnc1)c1ccc2cccnc2c1O (centres undefined),86

Further compounds follow:
Second line of a record: Mcl1-Bid inh	RGS8-Gao reg	Mcl-1 Bim block	RGS4-Gao reg	Mcl1 Noxa PPI	Bim-Bfl-1	RGS7-Gao reg	Bcl-XL Bim block	Bcl-W Bim block	Bim-Bcl-2	Bcl-B Bim block
Cc1ccc2c(c1)N(S(=O)(=O)c1ccc(F)cc1)C(C(C)(C)C)CO2 (centres undefined)
  -12	102	1	94	8	3	96	-1	1	3	3
CCN(CC)/C(N)=N/c1nc(C)cc(C)n1
  5	98	0	98	22	4	99	0	0	2	4
COc1ccc(NC(=O)CN(c2ccccc2)S(=O)(=O)N(C)C)cc1Cl
  -12	100	0	102	-7	-3	107	-1	-2	1	0
O=C(COC(=O)CNC(=O)c1ccco1)NCc1ccc(F)cc1
  -8	103	-1	104	-2	-5	100	-1	0	-3	-1
O=C(NCCOC12CC3CC(CC(C3)C1)C2)c1cccc(Br)c1
  -8	99	0	94	-12	-1	99	0	0	-6	-3
CCOC(=O)c1sc2ncn(C(CC)C(=O)OC)c(=O)c2c1C (centres undefined)
  -26	102	3	98	-2	-4	102	-1	3	-6	-2
COc1ccc(OC)c(NC(=O)COC(=O)/C=C/c2c(C)nn(C3CCS(=O)(=O)C3)c2Cl)c1 (centres undefined)
  -22	123	-7	102	22	3	102	-6	-2	-8	-2
Cc1ccc(-c2ccc(CCC(=O)O)n2CC(=O)O)cc1
  -21	96	-2	102	19	0	102	-4	-5	-1	0
C=CCn1c(SCC(=O)Nc2ccc3c(c2)OCO3)nnc1-c1ccccc1O
  -22	101	-1	98	15	-10	99	-4	0	-13	-7
CC1(c2ccc3noc(-c4ccc(Cl)cc4)c3c2)OCCO1
  -16	100	3	102	5	-7	99	-1	1	-4	-5
